# Glioma ERSR ind – ER stress response induction in glioma | U87-MG GRP78 promoter luciferase reporter, 16 h | Potency, µM, inactives show top-dose activation, usual class: activators | hit rate 0.02% among 420,000 | AID 602332; active = well fitted activation curve with a large enough effect; note: series mostly up to about 76 µM; % of control where 0% means no effect; nearly all actives have a fitted effect of over 35% in size
#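 Stably transfected U87-MG human glioma cells carrying a GRP78-based luminescent sensor were seeded at 1000 cells/well, pin-dosed with compounds and incubated 16 h. Luciferase reagent was then added, and end-point luminescence was read after 10 min at room temperature.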
# Active calls of the source: *; & = joins results of further samples. Potency is the fitted concentration of half-maximal effect. Not all compounds are listed. The share of hits here may be higher or lower than overall.
# Sample of the layout, 15 compounds:
SMILES,Glioma ERSR ind
COCC(=O)N1CCC2(CCCN(Cc3nccs3)C2)CC1,-5%
O=C(Nc1ncnc2c1ncn2[C@@H]1O[C@@H]2COP(=O)(O)O[C@H]2[C@H]1O)c1ccccc1,-5%
N#CCCn1c(=O)c(-c2cccs2)nc2cnc(N3CCNCC3)nc21,-2%
CC(CCc1ccc(O)cc1)N1CCOc2c(O)cc(-c3nc4ccccc4s3)cc2C1 (configuration not stated),-1%
CCN1CCCC1CNC(=O)c1cnn(-c2nccc(-c3ccco3)n2)c1C1CC1 (configuration not stated),-7%
C[C@@H]1C[C@H](OC(=O)c2ccccc2O)CC(C)(C)C1,-3%
Cc1cc(C)cc(/C=C/C2OCC(O)C2Oc2ccc(C3CCCC3)cc2)c1 (configuration not stated),-4%&-5%
CN(C)Cc1ccccc1-c1cc(NC2CC2)ncn1,-4%
Cc1cc(C)cc(NC(=O)C2CC23CCN(Cc2ccc4ncccc4c2)CC3)c1 (configuration not stated),-1%
COCC(=O)N1CCC[C@@]2(CCN(Cc3ccccc3)C2)C1,-4%
Cc1cc(C)n(-c2cccc(C(=O)NCC3Cc4cccc(-c5ccccn5)c4O3)c2)n1 (configuration not stated),-3%
COc1ccc2c(=O)cc(-c3ccc(O)cc3)oc2c1,1%
O=C(Cc1nc2ccccc2[nH]1)N1CCC(n2c(C3CCC3)nc3cccnc32)CC1,-7%
CN(C)Cc1ccccc1-c1cc(NCc2ccccc2)ncn1,-3%
Cc1cnc(CNc2ccnc(-c3ccccc3C(F)(F)F)n2)cn1,-6%

# The whole of this part (from the top)
SMILES,Glioma ERSR ind
COCC(=O)N1CCC2(CCCN(Cc3nccs3)C2)CC1,-5%
O=C(Nc1ncnc2c1ncn2[C@@H]1O[C@@H]2COP(=O)(O)O[C@H]2[C@H]1O)c1ccccc1,-5%
N#CCCn1c(=O)c(-c2cccs2)nc2cnc(N3CCNCC3)nc21,-2%
CC(CCc1ccc(O)cc1)N1CCOc2c(O)cc(-c3nc4ccccc4s3)cc2C1 (configuration not stated),-1%
CCN1CCCC1CNC(=O)c1cnn(-c2nccc(-c3ccco3)n2)c1C1CC1 (configuration not stated),-7%
C[C@@H]1C[C@H](OC(=O)c2ccccc2O)CC(C)(C)C1,-3%
Cc1cc(C)cc(/C=C/C2OCC(O)C2Oc2ccc(C3CCCC3)cc2)c1 (configuration not stated),-4%&-5%
CN(C)Cc1ccccc1-c1cc(NC2CC2)ncn1,-4%
Cc1cc(C)cc(NC(=O)C2CC23CCN(Cc2ccc4ncccc4c2)CC3)c1 (configuration not stated),-1%
COCC(=O)N1CCC[C@@]2(CCN(Cc3ccccc3)C2)C1,-4%
Cc1cc(C)n(-c2cccc(C(=O)NCC3Cc4cccc(-c5ccccn5)c4O3)c2)n1 (configuration not stated),-3%
COc1ccc2c(=O)cc(-c3ccc(O)cc3)oc2c1,1%
O=C(Cc1nc2ccccc2[nH]1)N1CCC(n2c(C3CCC3)nc3cccnc32)CC1,-7%
CN(C)Cc1ccccc1-c1cc(NCc2ccccc2)ncn1,-3%
Cc1cnc(CNc2ccnc(-c3ccccc3C(F)(F)F)n2)cn1,-6%
Cc1cnc(SCC2CCCO2)nc1C1CCCN(Cc2cc3c(cc2Cl)OCO3)C1 (configuration not stated),-5%
CN1CCCC(CN(C)C(=O)c2cnn(-c3nccc(-c4ccccc4C(F)(F)F)n3)c2C2CC2)C1 (configuration not stated),-3%
COc1c(-c2coc3cc4c(cc3c2=O)CC(O)C(C)(C)O4)ccc2c1C=CC(C)(C)O2 (configuration not stated),-13%
NCC1CCC(C(=O)O)CC1 (configuration not stated),-7%&-5%
CN(Cc1ccco1)c1nc(-c2cccc(C#N)c2)nc2ccccc12,-2%
C=C(C)C1CCC(C)C(OC(C)=O)C1 (configuration not stated),4%
CCOC(=O)C1C(C(=O)OC)=C(CC(C)C)c2ccccc2N1S(=O)(=O)C(F)(F)F (configuration not stated),6%
COc1ccc2c(c1)OCC(Cc1ccc(OC)c(O)c1)C2=O (configuration not stated),-4%
CC1CCC2C(=O)N3C(CCC(C)[C@H]3c3ccccc3Br)C(=O)N2C1c1ccccc1Br (some centres not stated),-5%
COC(=O)NC(c1ccco1)[C@]1(C(C)=O)CCCC1=O (some centres not stated),-5%

# Additional structures follow.
SMILES,Glioma ERSR ind
CC[C@H](C)[C@H](NC(=O)[C@@H](NC(=O)CNC(=O)[C@@H](N)CC(C)C)[C@@H](C)O)C(=O)N1CCC[C@H]1C(=O)NCC(=O)O,-8%
CN(C)c1ncnc2ccc(-c3cccc(C#N)c3)cc12,1%
Cc1ncc(Cc2ccccc2)c(C2CCN(S(=O)(=O)C[C@]34CC[C@H](CC3=O)C4(C)C)CC2)n1,-1%
CCC1C(=O)NCCN1Cc1ccc2c(c1)CN(Cc1cccc(OC)c1OC)CCO2 (configuration not stated),1%
CCOC(=O)c1c(C)[nH]c2ccc3c(c12)CN1CCc2cc(OC)ccc2[C@@H]1O3,-4%
COc1cccc(CNC(=O)c2c(OC)cc(=O)n3c2CCN(C(=O)C2CC24CCCC4)CC3)c1 (configuration not stated),-3%
CC(=O)OC1CC2C(C)(C)C(O)C=C[C@@]2(C)C2CC[C@@]3(C)C(c4ccoc4)OC(=O)C4OC43[C@]12C (some centres not stated),-5%
COc1ccccc1CCn1c(=O)c(-c2cn(C)c3ccccc23)nc2cncnc21,-2%
O=C(Nc1cccc(F)c1)N1CCCC2(CCNCC2)C1,-4%
CC(C)C(NC(=O)C(CC(=O)O)NC(=O)C(CCCCN)NC(=O)C(N)CCCN=C(N)N)C(=O)NC(Cc1ccc(O)cc1)C(=O)O (configuration not stated),-3%
CC(C)c1c(C(=O)NCc2cccnc2)cnn1-c1nccc(-c2ccccc2F)n1,-5%
O[C@@H]1[C@@H]2c3cc4c(cc3CN3CCC(=C[C@@H]1O)[C@H]23)OCO4,-4%
C=CCCCCCCCCCCCC(O)CC(O)COC(C)=O (configuration not stated) (tested in a mixture with another compound),-4%
COc1cc(C(=O)O[C@@H]2CC3CC[C@]2(C)C3(C)C)ccc1O,-10%
CCNc1ncc2nc(-c3ccccc3)c(=O)n(C)c2n1,-1%
CCCCCCCCCCCCC/C=C/C(O)C(COP(=O)(O)OCCN)NC(=O)CCCCCCCCCCCCCCCCC (configuration not stated),4%
CC(=O)OC[C@@H]1O[C@@H](O/N=C2/C[C@@H](O)[C@@H](O)[C@@H]3[C@@H]4C(=O)N(C(C)(C)C)C(=O)[C@H]4CC[C@@H]23)[C@H](OC(C)=O)[C@H](OC(C)=O)[C@@H]1OC(C)=O,-5%
COc1ccccc1CN1CC[C@@]2(CCCN(C(=O)c3ccco3)C2)C1,-3%
COc1ccc2[nH]cc(CCNc3ncncc3-c3ccccc3C(F)(F)F)c2c1,-2%
C=C(C)[C@H]1CC[C@]2(CO)CC[C@]3(C)[C@@H](CC[C@H]4[C@@]5(C)CC[C@@H](O)C(C)(C)[C@@H]5CC[C@@]43C)[C@H]12,-2%
CC(C)CC(NC(=O)C(COC(C)(C)C)NC(=O)C(Cc1ccc(O)cc1)NC(=O)C(CO)NC(=O)C(Cc1c[nH]c2ccccc12)NC(=O)C(Cc1cnc[nH]1)NC(=O)C1CCC(=O)N1)C(=O)NC(CCCN=C(N)N)C(=O)N1CCCC1C(=O)NNC(N)=O (configuration not stated),-2%&4%
CC(=O)OC[C@@H]1O[C@H](C/C=N\O[C@@H](C)CN2CCCCc3nc(C)c(C)cc32)C=C[C@@H]1OC(C)=O,-2%
CC(=O)OC[C@@H]1O[C@H](C/C=N\O[C@@H]2O[C@H](COC(C)=O)[C@@H](OC(C)=O)[C@H](OC(C)=O)[C@H]2OC(C)=O)C=C[C@@H]1OC(C)=O,-4%
Oc1ccc(-c2c(-c3ccccc3)nn3c(C(F)(F)F)cc(C(F)(F)F)nc23)cc1,1%
CN(Cc1ccon1)C(=O)c1cnn(-c2ncc3c(n2)-c2ccccc2CCC3)c1C1CC1,3%

# The list goes on.
SMILES,Glioma ERSR ind
CS(=O)(=O)N1CCC2(CCCN(Cc3ccccc3)C2)CC1,-3%
OCC1(CO)COC(C(Cl)(Cl)Cl)OC1,-4%
O=C1C=C[C@@H](O)[C@H]2[C@@H]3C(=O)N(Cc4ccc5c(c4)OCO5)C(=O)[C@@H]3CC[C@H]12,-6%
COC(=O)C/C=C\[C@@H](C)[C@@H](/C=N\O[C@@H](C)c1cn([C@H]2COC[C@H]2O)nn1)OC,-4%
CC(C)CCN1CCc2nc(COc3ccccc3)c3c(c2C1)COC(C)C3 (configuration not stated),-4%
C[N+]1(C)CCC(OC(=O)CC(O)(c2ccccc2)C2CCCC2)C1 (configuration not stated),-5%
O=S(=O)(c1ccccc1)N1CCC[C@@]2(CCN(Cc3cc(C(F)(F)F)cc(C(F)(F)F)c3)C2)C1,-2%
CN(C)CC[C@H](c1ccc(Br)cc1)c1ccccn1,-5%
CC(=O)[C@@]1(O)CC[C@H]2[C@@H]3C=C(Cl)C4=CC(=O)CC[C@]4(C)[C@H]3CC[C@@]21C,-4%
Cn1cc(-c2nc3cnc(N4CCNCC4)nc3n(CCc3ccccc3)c2=O)c2ccccc21,-5%
NCC(=O)N[C@@H](CCCN=C(N)N)C(=O)NCC(=O)N[C@@H](CC(=O)O)C(=O)N[C@@H](CO)C(=O)O,-5%
c1ccc(CN2CCC3(CCc4ccccc43)CC2)cc1,-4%&-5%
Cc1nc2ccc(C(=O)N3CCc4c(cnc(C)c4CNC(=O)/C=C/c4cccs4)C3)cc2nc1C,-3%
COCC(=O)N1CCC2(CC1)CCN(C(=O)Nc1cccc(C#N)c1)CC2,-1%
C=C1CC[C@H](O)C/C1=C/C=C1\CCC[C@]2(C)[C@@H]([C@H](C)CCCC(C)(C)O)CC[C@@H]12,-12%
Cc1cnc(-n2ncc(C(=O)N(C)Cc3cccc4ncccc34)c2C(C)C)nc1-c1ccc(F)cc1,-1%
COc1ccccc1CNc1nc(-c2ccoc2)nc2ccccc12,1%
COc1cc(OC)c(OC)cc1CN1CCC(n2cc(C(=O)N3CCCCC3)nn2)CC1,-3%
c1ccc(Cc2nnc3n2CCN(Cc2cnc(-c4ccccc4)s2)CC3)cc1,-2%
C=CCCCCCCCCCCCc1ccco1,5%
Nc1ncnc2c1nc(Cl)n2C1OC(CO)C(O)C1O (configuration not stated),-3%
O=c1cnc2cnc(OCc3ccccc3)nc2n1Cc1ccc(F)cc1,-3%
CCC(=O)O[C@@H](OP(=O)(CCCCc1ccccc1)CC(=O)N1C[C@H](C2CCCCC2)C[C@H]1C(=O)O)C(C)C (some centres not stated),-4%
COc1cc(=O)n2c(c1C(=O)N(C)Cc1cscn1)CCN(C(=O)c1ccc(C)cc1C)CC2,3%
CCn1c(=O)n(C2=C(CO)CN(CC3CCCCCCC3)CC2)c2ccccc21,1%

# (cont.)
SMILES,Glioma ERSR ind
CCOC(=O)C1=C(C)NC(=S)NC1c1cccc(O)c1 (configuration not stated),-3%&-5%&0%
CC[C@H](C)[C@H](NC(=O)[C@H](Cc1ccc(O)cc1)NC(=O)[C@@H](NC(=O)[C@H](CCCN=C(N)N)NC(=O)[C@@H](N)CC(=O)O)C(C)C)C(=O)N[C@@H](Cc1ccc(N)cc1)C(=O)N1CCC[C@H]1C(=O)N[C@@H](Cc1ccccc1)C(=O)O,0%
CS(=O)(=O)Nc1cccc(-c2nccc(NCc3ccccc3)n2)c1,4%
COc1cccc(-c2nc(NCc3ccccc3)c3ccccc3n2)c1,0%
Cc1cnc(-n2ncc(C(=O)NCC(C)(C)N3CCOCC3)c2C)nc1-c1cccs1,-5%
O=c1cnc2cnc(N3CCOCC3)nc2n1C1CC1,-2%
O=C(c1ccccc1)[C@@H]1O[C@H]1c1ccc(-c2ccccc2)cc1,2%
CC(=O)OC[C@H]1O[C@@H](O/N=C2/[C@H]3O[C@@H]3[C@@H](O)[C@H]3[C@H]2CCn2c(=O)n(-c4ccccc4)c(=O)n23)[C@H](OC(C)=O)[C@@H](OC(C)=O)[C@@H]1OC(C)=O,-4%
CC(C)=CCC/C(C)=C/CC/C(C)=C/CC/C(C)=C/C(=O)O,-1%
Oc1cc(O)cc(O)c1,-2%
CC(=O)NC1C(O)C[C@@](O)(C(=O)O)OC1[C@@H](O)C(O)CO (some centres not stated),-1%
CN(C)C(=O)c1ccc(-c2nccc(Nc3ccc(F)cc3)n2)cc1,-3%
Cn1cnc2nc(NCCO)nc(NCc3ccccc3)c21,-3%
c1ccc2c(Cc3c[nH]c4ccccc34)c[nH]c2c1,3%&2%&-5%
Cc1cnc(SCC2CCCO2)nc1C1CCCN(Cc2nc(-c3ccccc3)cs2)C1 (configuration not stated),-3%
CCCCCCC#Cc1cc(OC)c(OC)cc1C(N1CC(C)c2ccccc21)N1CC(C)c2ccccc21 (configuration not stated),-1%
CCC(O)CNC(=O)c1cnn(-c2ncc3c(n2)-c2ccccc2CCC3)c1C1CC1 (configuration not stated),0%
CO[C@H]1[C@H](NC(=O)c2ccsc2)c2ccccc2C12CCN(Cc1c(O)ccc3ccccc13)CC2,1%
CCN1C(=O)[C@H]2[C@@H]3[C@H](O)C=CC(=O)[C@H]3CC[C@H]2C1=O,-4%
COc1ccccc1C1CN(Cc2cccc(O)c2)Cc2ccccc2O1 (configuration not stated),-6%
c1cc(NC2CC2)nc(-c2ccoc2)n1,1%
NCCNS(=O)(=O)c1ccc(Cl)c2ccncc12,-5%
COc1ccccc1-c1cc(NCc2cccs2)ncn1,1%
Cc1cccc(CNc2nc(-c3cccnc3)nc3ccccc23)c1,-6%
O=C(c1cccc(F)c1)N1CCC2(CCCN(Cc3nccs3)C2)CC1,-3%

# Assay outcomes (PubChem)
